G6PDH CS: L. mesenteroides G6PDH inhibitors, counter-screen for G6PDH-coupled screening assays, biochemical, Leuconostoc mesenteroides enzyme; glucose-6-phosphate dehydrogenase [Leuconostoc mesenteroides]; Purified L. mesenteroides G6PDH, diaphorase/resazurin coupled fluorescence, 45 min; inhibition, % at 5 µM; 200,000 tested, 0.12% active; AID 1020, 2008
Redox H2O2 prof: compounds producing H2O2 with reducing agent – biochemical, NIH compound library profiling, artefact control for MLSCN library redox annotation, primary screen; 200,000 tested, 0.03% active; DTT-dependent redox cycling H2O2, phenol red/HRP absorbance; 100% = 100 µM peroxide control, 0% = buffer; activation, % at 10 µM;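 active = activation of at least 50% relative to the plate's high and low controls in the primary single-dose screen; inactive = activation below 50%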;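 also: compound incubated with DTT at 0.8 mM final as the reducing agent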
Hsp70 act: Hsp70 transcriptional activators, primary screen, cell-based, HeLa, Hsp70 promoter luciferase, luminescence, 10 µM; HeLa Hsp70 promoter luciferase reporter; scaled: vehicle 0, proteasome-inhibitor control 100%; activation, % at 10 µM; 200,000 tested, 0.04% active; AID 1203, 2008;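 active = activation above the mean across all tested compounds plus 3 SD, cutoff set per campaign, cut at about 5.5% in these data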;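 also: 100% = MG132 at 30 µM as the positive control and 0% = DMSO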
Diaphorase act: compounds boosting diaphorase resazurin reduction – biochemical, uHTS, resorufin fluorescence, counter-screen for diaphorase-coupled primary assays, primary screen | 190,000 tested, 0.005% active | Diaphorase/resazurin coupled assay, 16 min; active compounds read high; 1 = vehicle wells, 0 = NADH-free wells | activation factor at 20 µM;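 active = diaphorase activity raised at least twofold by the compound at 20 µM; inactive = activation factor below 2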
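Material: Purified diaphorase enzyme from Clostridium kluyveri | Buffer or medium: 50 mM HEPES pH 7.4 with 4.542 mM MgCl2, 0.005% Tween 20 | Times: 16 min enzyme reaction, ambient temperature | Signal: Red resorufin fluorescence at 544/590 nm excitation/emission | Measure: Increased resorufin signal from activators or reducing compounds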
PMI act: activators of human PMI, primary screen, biochemical, fluorescence intensity, near-Km mannose 6-phosphate; AID 1214, 2008; Mannose-6-phosphate isomerase (Homo sapiens), P34949; purified human PMI, coupled resazurin fluorescence, 20 min; active compounds read high; 1 = vehicle control, 0 substrate-free wells; activation factor at 20 µM; 190,000 tested, 0.005% active;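 active = activation factor of 2 or more at 20 µM, relative to plate controls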
TLR4-MyD88 BLA: inhibitors of TLR4-MyD88 association in cells, primary screen, cell-based, HeLa CL3-4, BLA complementation, FRET ratio; HeLa CL3-4 TLR4/MyD88 BLA complementation; inhibition, % at 8.4 µM; 200,000 tested, 0.18% active; in the data active = inhibition above about 25%;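 also: 0% = vehicle and 100% = reference inhibitor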
Target sequence (O00206 whole entry, looked up): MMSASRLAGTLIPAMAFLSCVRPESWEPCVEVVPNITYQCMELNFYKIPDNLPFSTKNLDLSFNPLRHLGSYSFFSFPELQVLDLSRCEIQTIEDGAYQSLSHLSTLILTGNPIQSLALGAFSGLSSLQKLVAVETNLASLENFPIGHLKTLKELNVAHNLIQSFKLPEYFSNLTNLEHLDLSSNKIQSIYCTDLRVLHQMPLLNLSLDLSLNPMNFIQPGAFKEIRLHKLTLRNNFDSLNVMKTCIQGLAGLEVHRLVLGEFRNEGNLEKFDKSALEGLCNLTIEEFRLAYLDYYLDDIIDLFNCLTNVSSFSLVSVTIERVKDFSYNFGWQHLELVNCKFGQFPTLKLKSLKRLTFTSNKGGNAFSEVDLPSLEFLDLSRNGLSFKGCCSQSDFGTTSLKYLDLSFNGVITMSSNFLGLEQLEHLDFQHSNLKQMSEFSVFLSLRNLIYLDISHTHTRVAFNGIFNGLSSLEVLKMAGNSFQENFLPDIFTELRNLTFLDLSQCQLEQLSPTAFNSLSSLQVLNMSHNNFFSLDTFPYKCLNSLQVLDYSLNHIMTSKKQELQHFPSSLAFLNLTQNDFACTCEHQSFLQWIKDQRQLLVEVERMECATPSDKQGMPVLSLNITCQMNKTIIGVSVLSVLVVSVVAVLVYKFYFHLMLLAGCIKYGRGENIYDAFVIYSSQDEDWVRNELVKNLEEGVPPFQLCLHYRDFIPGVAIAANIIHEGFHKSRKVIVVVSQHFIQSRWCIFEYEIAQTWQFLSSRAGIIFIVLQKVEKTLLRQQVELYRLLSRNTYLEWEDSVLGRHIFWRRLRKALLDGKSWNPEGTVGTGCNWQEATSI
Target sequence (Q99836 whole entry, looked up): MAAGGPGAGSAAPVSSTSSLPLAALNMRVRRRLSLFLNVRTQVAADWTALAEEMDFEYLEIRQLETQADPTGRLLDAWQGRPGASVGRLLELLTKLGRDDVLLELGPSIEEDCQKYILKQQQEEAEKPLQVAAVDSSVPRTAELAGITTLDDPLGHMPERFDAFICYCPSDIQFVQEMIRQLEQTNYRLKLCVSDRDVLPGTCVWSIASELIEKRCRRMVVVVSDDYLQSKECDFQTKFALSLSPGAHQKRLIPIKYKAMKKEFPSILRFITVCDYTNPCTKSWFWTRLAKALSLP
Lmaj promast: Leishmania major promastigote growth inhibition, primary screen | Leishmania major promastigotes, resazurin fluorescence viability | 200,000 tested, 9% active | inhibition, % at 10 µM;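 also: promastigotes grown with compound for 44 hours at 28 °C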
Diaphorase inh: diaphorase inhibitors and chemical oxidizers, primary screen, counter-screen for diaphorase-coupled primary assays, biochemical, uHTS, resorufin fluorescence. 190,000 tested, 0.69% active. diaphorase resazurin-to-resorufin fluorescence, NADH, 16 min; bacterial (C. kluyveri) enzyme, not human. inhibition, % at 20 µM;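 active = primary screen inhibition at 20 µM above a set limit, cut at about 50% in these data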;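 also: plate controls were DMSO with full reaction for no effect and wells lacking NADH for full effect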
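System: Bacterial diaphorase enzyme (C. kluyveri) | Incubation: 16-min room-temperature incubation before reading | Benchmarks: No-NADH positive control and DMSO neutral control | Measured by: Resorufin fluorescence 544/590 nm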
RAM inhibit: inhibitors of the yeast RAM network, primary screen, dse1pr::URA3 reporter, 5-FOA selection; S. cerevisiae dse1pr::URA3 reporter, 5-FOA growth OD615, 2 d; analog-sensitive cbk1-as2 kinase mutant strain; inhibition, % at 50 µM; 190,000 tested, 1.8% active;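 active = inhibition above a set limit, 3 SD over mean compound inhibition, cut at about 8.4% in these data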;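 also: 0% = DMSO-only wells with no growth and 100% = 10 µM 1-NA-PP1 full growth; inhibition rescues growth on 5-FOA so higher OD means more RAM inhibition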
PMI act satM6P: human PMI activators, high substrate, primary screen, biochemical, fluorescence intensity, near-saturating mannose 6-phosphate; Mannose-6-phosphate isomerase (Homo sapiens), P34949; coupled PMI enzyme assay, resazurin fluorescence, 20 min; active compounds read high; 1 = untreated enzyme, 0 = substrate-free blank; activation factor at 20 µM; 190,000 tested, 0.34% active;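 active = activation factor of 2 or more at 20 µM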
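Test system: human PMI in coupled enzyme assay; Input: PMI at 15 ng/mL final; Medium: HEPES buffer, pH 7.4; Schedule: 20 min incubation at room temperature; Technique: resorufin fluorescence at Ex 544/Em 590 nm; Compound: 20 µM single dose; Probe or stimulus: Near-saturating mannose-6-phosphate, 1.0 mM.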
S1P3 antag: S1P3 receptor antagonists, primary screen, cell-based; Sphingosine 1-phosphate receptor 3 (Homo sapiens), Q99500; CHO S1P3 NFAT-BLA reporter, FRET fluorescence, antagonist mode; inhibition, % at 4.98 µM; 170,000 tested, 0.27% active;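 active = inhibition above the plate cutoff, the mean inhibition of test wells on that plate plus 3 SD, cut at about 28% in these data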;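 also: cells challenged with S1P at its EC80 of 0.8 µM; blue over green emission ratio from cleaved BLA substrate after 4 h stimulation; 0% = S1P-stimulated wells and 100% = unstimulated DMSO-only wells; some compounds past the cut are filed as inactive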
An asterisk follows results filed as active; x = not tested or not shown. Rule as the data show it, unless noted: active = inhibition above about 50%; inactive = the rest.

smiles	G6PDH CS	Redox H2O2 prof	Hsp70 act	Diaphorase act	PMI act	TLR4-MyD88 BLA	Lmaj promast	Diaphorase inh	RAM inhibit	PMI act satM6P	S1P3 antag
CC(=O)c1cc(CN2CCN(Cc3ccc(C)cc3)C(CCO)C2)cs1 (stereo unspecified)	14	-0.8	-0.3	0.9	0.8	-1	73*	12	1.7	0.9	-20
COC(=O)c1cccc(NC(=O)CSc2nnc(C)n2C)c1	2	0.1	0.6	1	1	-8	-2	5	2.5	1	-7
COc1ccccc1NC(=S)N1CCN(C(=O)c2ccco2)CC1	2	3.2	-0.4	1	1.1	-1	-3	-1	2.4	1	x
CCNC(=O)CN(C1CCCCC1)S(C)(=O)=O	6	-0.6	-0.4	0.8	1	6	43	18	0.4	1	-2
CCc1nnc(NC(=O)CSc2nnc(CNC(=O)c3ccc(OC)c(OC)c3)o2)s1	0	-1.1	-0.2	1	0.9	-13	-3	2	1.9	0.9	-16
O=C(C1CC1)N1CCN=C1SCc1ccc(Cl)cc1	-4	2.7	-0.1	0.8	1	-2	-13	16	4.0	1	-7
Cc1ccc(S(=O)(=O)N2CCC(C(=O)NCC3CCCO3)CC2)cc1 (stereo unspecified)	2	0.1	-0.1	0.8	0.9	-2	-5	16	0.8	1	x
Cc1ccccc1NC(=O)N(C(C)C)C(C)C	11	-10	0.4	0.9	1	-6	-3	9	0.9	1.1	x
CC(SC1=NCCS1)C(=O)Nc1nnc(-c2ccc(Cl)cc2)s1 (stereo unspecified)	-39	0.0	-0.1	0.9	1	-8	22	6	3.4	1	x
O=C(c1ccc(Cl)cc1)c1cnc2ccccn12	-6	0.1	-0.5	1	1.1	4	-9	0	2.9	1.1	x
Cc1ccc(C(C(=O)NC2CCCCC2)N2CCC3(CC2)OCCO3)cc1 (stereo unspecified)	-2	2.2	-0.3	1	1	13	2	0	-0.7	1	x
Cc1ccc(C)c(CSc2ncccc2C(=O)O)c1	1	-0.1	-0.1	0.9	1.2	-19	-7	12	2.5	1.2	-5
O=C(Cc1ccc(F)cc1)Nc1cccc(-c2cn3c(n2)SCC3)c1	3	0.4	0.5	0.8	0.8	-11	6	19	4.2	0.8	-13
O=C(O)CCNc1nc(-c2ccccc2)nc2ccccc12	13	0.4	0.3	0.9	0.9	12	12	10	2.6	0.9	-32
O=c1[nH]c2sc3c(c2c(=O)n1Cc1ccccc1)CCC3	6	0.0	0.8	0.8	0.9	-6	-5	22	2.0	0.9	x
CCN1C(C#N)=C(C#N)N=C(C)CC1(C)C	8	-0.6	0.1	1.1	1.1	15	-3	-13	0.5	1.1	-11
COc1ccc(CCNC(=O)CNS(=O)(=O)c2ccc(Br)s2)cc1OC	4	-3.5	-0.1	0.9	1.1	-8	-5	6	-0.4	1.1	x
C=C(C)C1Cc2cc3ccc(=O)oc3cc2O1 (stereo unspecified)	-12	-0.1	-0.1	0.9	1	9	38	7	1.2	1.1	1
O=c1c2ccccc2nc(/C=C/c2ccc([N+](=O)[O-])cc2)n1CCCO	11	-1.0	-0.1	0.8	0.9	4	60*	24	-0.7	1	6
COCCNC(=O)c1ccccc1NS(=O)(=O)c1ccc(Br)s1	8	0.5	-0.4	0.8	0.9	2	1	19	0.3	0.9	x
C/C(=N\NC(=O)c1ccc(O)cc1)c1cc2ccccc2o1	-2	-1.3	0.7	0.9	1	1	23	5	1.0	1	7
O=C(c1cc2c(s1)CCC2)N1C(=O)c2ccccc2S1(=O)=O	4	2.6	0.1	0.9	1.2	0	-11	6	-1.6	1.2	0
O=C(c1ccco1)N1CCN(CC(O)COc2ccc3oc4ccccc4c3c2)CC1 (stereo unspecified)	-6	1.1	-0.2	0.8	0.9	-2	85*	16	0.7	1	-14
Brc1ccc(NCc2cccc3ccccc23)nc1	9	0.2	-0.1	0.8	0.8	1	47	20	1.8	0.9	x
Cc1ccc(-c2onc3ccc(C4(C)OCCO4)cc23)cc1	9	0.0	0.0	0.8	0.9	-5	2	18	1.7	0.9	x
COc1cccc(-n2nnc3c(=O)n(CC(=O)Nc4ccccc4C)cnc32)c1	-2	-0.5	-0.1	1.1	1.1	3	-5	-9	2.0	1.1	1
O=C(CSc1nc(-c2ccccc2)c(-c2ccccc2)[nH]1)NCc1ccco1	6	1.0	0.3	1	1	-8	6	4	6.9	1	x
CS(=O)(=O)N(Cc1ccccc1)c1ccc(C(=O)N2CCN(c3cccc(Cl)c3)CC2)cc1	-5	0.7	0.0	0.8	0.9	4	73*	21	3.1	0.9	x
CCOC(=O)c1coc(CNC(=O)c2c(C)oc3c2CCCC3)c1	7	-0.1	-0.2	0.9	1.1	4	-3	7	2.7	1	-11
O=C(COC(=O)Cn1cnc2ccccc21)Nc1ccc2c(c1)OCCO2	7	2.5	0.1	0.8	1	-3	-7	17	0.5	0.9	-1
CN1C(=O)C(CC(=O)NCC2CCCCC2)SC1=Nc1ccccc1 (stereo unspecified)	10	-0.8	-0.5	1.1	1	-17	-4	-14	3.0	1.1	4
Cc1sc(-n2c(C)ccc2C)c(C#N)c1C	11	-4.2	0.0	0.9	0.9	-3	1	13	2.9	0.9	x
CCn1c(CNC(=O)c2ccc(OC)c(OC)c2)nnc1SCC(=O)c1ccc(OC)cc1	-1	0.5	0.6	0.9	0.9	0	1	7	1.2	0.9	4
CCCC1CCC(=NNS(=O)(=O)c2ccc(C)c([N+](=O)[O-])c2)CC1 (stereo unspecified)	-5	0.5	-0.3	0.9	1.3	-10	-7	8	0.8	1.3	0
CCOC(=O)Cn1c(C)cc(COC)c(C#N)c1=O	10	-1.0	-0.1	0.9	0.9	-5	-1	10	0.5	1	8
O=C(Cn1ccc([N+](=O)[O-])n1)N1CCCc2ccccc21	-4	-1.1	-0.3	1	0.9	6	2	4	1.0	0.9	x
Cc1ccc(S(=O)(=O)N(C)CC(=O)N2CCOCC2)cc1	2	0.9	-0.3	0.9	0.9	9	-8	11	1.6	0.9	3
CCN(CCn1cccn1)Cc1nc(-c2ccc(OC)cc2)no1	-2	-2.1	-0.1	0.9	0.9	2	5	7	0.0	1	5
Cc1cc(C)nc(NCC(O)CNc2ccccc2C)n1 (stereo unspecified)	9	3.8	-0.4	0.9	1.1	11	-5	7	0.5	1	x
Nc1nnc(CC(=O)N/N=C/c2cccc([N+](=O)[O-])c2)s1	9	-4.5	-0.1	0.9	1.2	-1	-10	7	2.0	1.1	x
Cc1cc(C)c(S(=O)(=O)c2ccccc2)c(Cl)n1	-8	0.7	-0.1	1	0.9	-5	-5	0	-0.3	0.9	x
Cc1cc(-n2c(C)cc(C(=O)COc3ccc([N+](=O)[O-])cc3)c2C)no1	-6	0.0	0.0	0.7	1	-20	-5	34	1.8	1	-4
Cc1ccccc1NC(=S)N1CCN(Cc2ccc3c(c2)OCO3)CC1	-2	0.6	-0.3	0.9	0.9	0	24	8	1.9	0.9	6
O=C(O)c1ccccc1-c1csc(-c2ccccc2)n1	7	-0.3	0.1	0.9	1	-3	-5	7	-1.1	1	5
Cc1ccc(S(=O)(=O)Nc2ccc(N=Nc3ccc(O)cc3)cc2)cc1	8	-0.2	-0.3	0.9	0.9	2	-1	6	11*	1	3
O=C(CSc1ncn[nH]1)NCc1ccccc1	6	2.4	-0.2	1.1	1	-9	2	-11	0.5	1	x
CC(=O)N1CCN(Cc2nc3cc(NC(=O)Nc4ccccc4)ccc3n2C)CC1	11	-1.1	0.1	0.9	1	-4	-5	13	-1.5	1	-1
C=CCSc1nnc2c(n1)OC(c1cccnc1)N(C(C)=O)c1ccccc1-2 (stereo unspecified)	-2	1.9	-0.3	0.9	1.1	-13	-8	8	0.1	1	-40
Cc1cccc(C(=O)NCCc2ccc(S(N)(=O)=O)cc2)c1[N+](=O)[O-]	2	0.2	-0.4	0.9	1.2	10	87*	13	1.2	1.1	0
Cc1cccc(NC(=O)c2sc(-c3ccccc3)nc2-c2ccc([N+](=O)[O-])cc2)c1	10	0.9	-0.4	0.9	0.8	1	99*	15	4.1	0.9	-3
CCOC(=O)CSC1=Nc2ccccc2C2=NC(CC(=O)NCc3ccc(OC)cc3)C(=O)N12 (stereo unspecified)	13	0.3	0.0	0.7	0.8	6	24	35	0.0	0.6	13
CCOC(=O)C(NC(=O)OC(C)C)(Nc1nccs1)C(F)(F)F (stereo unspecified)	-4	0.4	0.0	0.9	1	13	-3	7	2.7	1	-20
C/C(CCc1oc2ccc(Cl)cc2c1-c1ccc(C)o1)=N\O	3	-0.1	0.0	1	1.5	-6	-4	-3	9.4*	1.7	x
CN(C)/C=N/c1ncc(-c2ncc(C(F)(F)F)cc2Cl)cn1	7	-1.1	0.0	1	1.2	-17	-3	-3	1.5	1.1	-4
Cc1ccccc1NC(=O)CSc1nnc(Cc2ccccc2)o1	8	1.1	1.0	1	1	8	-3	2	0.4	1.1	x

In a second layout: 2 of the compounds above.
Nc1nnc(CC(=O)N/N=C/c2cccc([N+](=O)[O-])c2)s1
- G6PDH CS = 9
- Redox H2O2 prof = -4.5
- Hsp70 act = -0.1
- Diaphorase act = 0.9
- PMI act = 1.2
- TLR4-MyD88 BLA = -1
- Lmaj promast = -10
- Diaphorase inh = 7
- RAM inhibit = 2.0
- PMI act satM6P = 1.1
- S1P3 antag = x

Cc1cc(C)c(S(=O)(=O)c2ccccc2)c(Cl)n1
- G6PDH CS = -8
- Redox H2O2 prof = 0.7
- Hsp70 act = -0.1
- Diaphorase act = 1
- PMI act = 0.9
- TLR4-MyD88 BLA = -5
- Lmaj promast = -5
- Diaphorase inh = 0
- RAM inhibit = -0.3
- PMI act satM6P = 0.9
- S1P3 antag = x
